# Compound activity from PubChem.
# MgcRacGAP inhibition: MgcRacGAP GTPase-activating activity inhibitors, confirmation, biochemical, ADP Hunter fluorescence. MgcRacGAP-stimulated Rac1 GTP hydrolysis, ADP Hunter fluorescence; higher % means a stronger effect; GST-tagged Rac1 F28L mutant substrate. one-dose inhibition, % at 30 µM; IC50 in µM for titrated hits. hit rate 0.6% among 340,000. AID 624330;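 active = first-screen hits whose inhibition reached a set limit at any dose in the follow-up dose series; inconclusive = inhibition above the set first-screen limit but never retested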;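 note: fluorescence reports GDP produced by GAP-driven GTP hydrolysis; strong numbers were not always called active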
# Yfh1-off respiration: enhancers of respiration in Yfh1-depleted yeast, dose response, Friedreich's ataxia, plus single-dose screen (AID 1465); S. cerevisiae Yfh1-off respiration, WST-1 reduction, 72 h; higher fold induction means a stronger effect; fold induction at 50 µM; hits with a dose series show EC50 in µM; hit rate 0.074% among 220,000;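 active = fold induction of absorbance versus untreated yeast above a set limit, then at least 30% activation at any dose in follow-up; inconclusive = repeats straddling the limit, or above it without dose testing; inactive = fold induction below the set limit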;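 note: activators that raise dye reduction in frataxin-depleted yeast; strong numbers were not always called active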
# GPR55 beta-arrestin: selective activators of receptor GPR55 – imaging, U2OS cells, beta-arrestin-GFP redistribution, primary screen (AID 1961). U2OS GPR55 beta-arrestin-GFP redistribution imaging; higher % means a stronger effect. activation, % at 10 µM, or EC50 in µM where a hit was titrated. hit rate 0.048% among 290,000;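 active = activation above 40% with more than 50 cells counted in the well; inconclusive = wells holding fewer than 50 cells, flagged as toxic or sparse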;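 note: U2OS osteosarcoma cells stably expressing GPR55 and beta-arrestin-GFP; plate controls were DMSO negative control for no effect and LPI positive control for full effect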
# NTR1 ag: agonists of NTR1, primary screen, imaging, U2OS cells, beta-arrestin-GFP, high content (AID 493036); P30989; NTR1-U2OS beta-arrestin-GFP spot imaging, agonist mode; activation, % at 20 µM; hit rate 0.17% among 330,000;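 active = activation at or above 40% of the spot to cytoplasm intensity ratio, with at least 20 cells analyzed; inconclusive = wells under 20 cells, flagged as cytotoxic or low count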;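 note: 0% = DMSO without peptide and 100% = 100 nM NTR1 peptide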
# Target sequence (P30989 whole entry, looked up): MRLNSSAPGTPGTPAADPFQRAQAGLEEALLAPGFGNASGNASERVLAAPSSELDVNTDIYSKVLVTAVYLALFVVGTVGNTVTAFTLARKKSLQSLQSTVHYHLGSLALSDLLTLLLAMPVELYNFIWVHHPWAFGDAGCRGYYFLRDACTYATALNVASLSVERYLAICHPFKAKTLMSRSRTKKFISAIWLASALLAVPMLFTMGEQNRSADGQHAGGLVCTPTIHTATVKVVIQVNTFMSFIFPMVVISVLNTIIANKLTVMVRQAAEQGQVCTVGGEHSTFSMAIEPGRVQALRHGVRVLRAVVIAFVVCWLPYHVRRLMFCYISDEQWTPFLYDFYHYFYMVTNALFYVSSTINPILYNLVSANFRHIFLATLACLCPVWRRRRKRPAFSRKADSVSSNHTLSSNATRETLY
# GPR55 LPI antagonism: GPR55 antagonists blocking LPI-driven arrestin recruitment, primary screen, imaging, U2OS, beta-arrestin-GFP, LPI agonist (AID 2013); U2OS GPR55 beta-arrestin-GFP translocation imaging, LPI antagonism; higher % means a stronger effect; inhibition, % at 10 µM, or IC50 in µM where a hit was titrated; hit rate 0.13% among 290,000;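 active = spots per cell inhibited over 60%, with over 100 cells counted and total cytoplasm intensity under 500,000; inconclusive = wells with under 100 cells, flagged as likely toxic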;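 note: U2OS cells stably carrying GPR55 and arrestin-GFP stimulated by 5 µM LPI near EC80; imaged beta-arrestin-GFP aggregate spots per cell after agonist stimulation; plate controls were LPI-stimulated DMSO wells for no effect and DMSO wells without LPI for full effect; some results filed as inactive read as strong as hits; confirmed hits need IC50 under 10 µM and bright autofluorescent wells are also inconclusive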
# Dengue-2 NS5 capping: flavivirus cap methylation enzyme inhibition – biochemical, confirmation dose response, primary screen (AID 588689); one-dose inhibition, % at 25 µM; IC50 in µM for titrated hits; Dengue-2 NS5 methyltransferase capping enzyme assay, biochemical; higher % means a stronger effect; hit rate 0.3% among 340,000; in the data active = a potency from the dose series; inconclusive = inhibition above about 29% without an active follow-up result
# Large T inhibition: SV40 large T antigen inhibitors, biochemical (AID 1903); SV40 large T antigen ATPase/helicase inhibition assay; higher % means a stronger effect; hit rate 0.39% among 310,000; one-dose inhibition, % at 20 µM; IC50 in µM for titrated hits; in the data active = a potency from the dose series; inconclusive = inhibition mostly from about 32% at the one dose, without a potency; inactive = the rest, 99 in 100 with inhibition below about 32%; note: strong numbers were not always called active
# AID2073: disruptors of CaV2.2 binding to Mint1 – biochemical, HTRF (AID 2073); one-dose inhibition, % at 20 µM; IC50 in µM for titrated hits; HTRF protein-protein interaction, Mint1-CaV2.2; higher % means a stronger effect; hit rate 0.19% among 290,000; in the data active = inhibition mostly above about 51%, no sharp cut-off; inconclusive = no clear call, values can overlap the other calls; inactive = mostly below about 53%; note: some results filed as inactive read as strong as hits
# GPR35 antagonists: inhibition of zaprinast-stimulated GPR35 beta-arrestin translocation – imaging, U2OS, beta-arrestin-GFP, zaprinast agonist, primary screen (AID 2058) | inhibition, % at 10 µM; hits with a dose series show IC50 in µM | hit rate 0.052% among 290,000 | U2OS GPR35 beta-arrestin-GFP translocation imaging, zaprinast antagonism; higher % means a stronger effect;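 active = inhibition of at least 50% with at least 30 cells and total cytoplasm GFP at most 10,000,000; inconclusive = under 30 cells or total GFP of 10,000,000 plus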
# NTR1 ag cell count 20 µM: also measured in NTR1 ag; calls as there; cell count; measured here: cell count, cytotoxicity flag
# Dengue-2 NS5 capping pilot replicate: further read-out of Dengue-2 NS5 capping, marked with its call; inhibition, %; measured here: pilot screen replicate inhibition
# Starred values were filed as active, the others as inactive; i = inactive; ? = inconclusive; / = no result given.
SMILES,MgcRacGAP inhibition,Yfh1-off respiration,GPR55 beta-arrestin,NTR1 ag,NTR1 ag cell count 20 µM,GPR55 LPI antagonism,Dengue-2 NS5 capping,Large T inhibition,AID2073,GPR35 antagonists,others
COCCNC(=O)CSc1ccccc1C(=O)NC1CCSc2ccccc21 (stereo not drawn),5%,/,-0.1%,0.7,63,2%,-5%,3%,-7%,-2%,
CC12CCC(C(=O)Nc3cccc(NC(=O)C45CCC(C)(C(=O)O4)C5(C)C)n3)(OC1=O)C2(C)C,9%,i,0.2%,-2.2,90,-5%,8%,1%,6%,6%,
COc1ccc(NC(=O)N[C@@H](CCSC)C(=O)O)cc1OC,3%,i,0.2%,1.1,54,23%,-3%,10%,-1%,0%,
COc1cc(CNCc2ccc3c(c2)OCO3)c([N+](=O)[O-])cc1OC,?,/,-0.2%,0.5,48,8%,-2%,0%,-20%,12%,
COC(=O)c1sc(NC(=O)/C=C/c2ccccc2Cl)nc1C,2%,i,0.0%,3.9,55,3%,-1%,11%,68%,-10%,
Cc1nnc(SCc2nc3ccccc3s2)n1-c1ccccc1,10%,i,0.0%,-0.4,58,0%,-6%,-1%,-20%,12%,
Cn1c(=O)c2c(SCc3ccccn3)nc(CC(C)(C)C)nc2n(C)c1=O,7%,i,0.3%,9.6,106,30%,1%,4%,6%,8%,
CCc1ccccc1NS(=O)(=O)c1cccc2nsnc12,5%,/,-0.2%,-1.3,96,-8%,8%,8%,4%,-6%,
CC(=O)N1CCN(CC(=O)Nc2sccc2C#N)CC1,4%,i,0.2%,1.8,55,-2%,4%,4%,2%,-11%,
O=c1c2ccccc2cnn1CCOc1cccc(Br)c1,13%,/,-0.1%,0.1,51,10%,-8%,3%,7%,0%,
CCCCC(=O)Nc1ccc(C(=O)NCc2ccncc2)cc1,-7%,i,-0.2%,-1.6,76,0%,-8%,3%,0%,4%,Dengue-2 NS5 capping pilot replicate=-6.1
CCOCCCn1c(=S)[nH]c2ncccc2c1=O,4%,/,-0.1%,-0.8,81,-4%,-11%,0%,-26%,4%,
CCOC(=O)c1ccc(NC(=O)NC2CC3CCC(C2)N3Cc2nnnn2C(C)(C)C)cc1 (stereo not drawn),-4%,i,0.3%,3.6,69,1%,1%,-1%,17%,1%,
COc1cccc2c(=O)n(CC(=O)NC3CCCC3)ccc12,5%,i,-0.1%,-1.4,63,12%,0%,-1%,10%,-7%,
Cc1c(NC(=O)COC(=O)c2cc(-c3ccc(-c4ccccc4)cc3)nc3ccccc23)c(=O)n(-c2ccccc2)n1C,3%,i,-0.3%,/,/,-11%,1%,9%,31%,-4%,
COCCn1c(-c2ccc(OC(F)(F)C(F)C(F)(F)F)cc2)nc2c1c(=O)[nH]c(=O)n2CC(C)C (stereo not drawn),9%,i,-0.1%,14,63,-4%,-2%,25%,9%,0%,
COc1cccc(C(c2nnnn2Cc2ccc(F)cc2)N2CCC(C(N)=O)CC2)c1OC (stereo not drawn),6%,i,0.3%,-0.3,53,25%,-5%,4%,-5%,-15%,
COc1ccc(-c2n[nH]c(=S)n2-c2ccccc2C)cc1OC,9%,/,-0.1%,1.5,79,-5%,-5%,4%,-30%,7%,
NC(=O)c1cc2ccccc2o/c1=N/NC(=O)c1cccc(F)c1,5%,/,0.3%,0.4,73,3%,-4%,1%,22%,-15%,
CCSc1ccccc1C(=O)Nc1ccc([N+](=O)[O-])cc1OC,2%,i,0.5%,1.1,49,8%,4%,-2%,2%,-4%,

# Next section, overlapping the part above by 3 compounds.
SMILES,MgcRacGAP inhibition,Yfh1-off respiration,GPR55 beta-arrestin,NTR1 ag,NTR1 ag cell count 20 µM,GPR55 LPI antagonism,Dengue-2 NS5 capping,Large T inhibition,AID2073,GPR35 antagonists,others
COc1ccc(-c2n[nH]c(=S)n2-c2ccccc2C)cc1OC,9%,/,-0.1%,1.5,79,-5%,-5%,4%,-30%,7%,
NC(=O)c1cc2ccccc2o/c1=N/NC(=O)c1cccc(F)c1,5%,/,0.3%,0.4,73,3%,-4%,1%,22%,-15%,
CCSc1ccccc1C(=O)Nc1ccc([N+](=O)[O-])cc1OC,2%,i,0.5%,1.1,49,8%,4%,-2%,2%,-4%,
CCOc1cc(C(c2c(C)[nH][nH]c2=O)c2c(C)[nH][nH]c2=O)cc([N+](=O)[O-])c1O,5%,/,0.0%,1.4,50,-2%,35%,14%,1%,-3%,
O=c1nc2c(O)cccn2c2c1c(=O)[nH]c1ccccc12,12%,i,-0.2%,/,/,3%,?,28%,66%*,-8%,
Cc1ccc(-c2c3c(=O)n(C)c(=O)n(C)c3cn2Cc2cccnc2)cc1,15%,i,-0.3%,2.2,29,-3%,-3%,10%,9%,-2%,
O=C(c1ccc(F)cc1Cl)N1CCN(CCc2ccccc2)CC1,-3%,/,0.3%,1.8,51,8%,5%,5%,-5%,5%,
Cc1noc(C)c1CSc1nnc(-c2ccccc2)n1N,15%,i,0.2%,0.0,33,-1%,-7%,1%,-16%,-12%,
CCOC(=O)Cc1csc(SCC(=O)Nc2cc(Cl)ccc2Oc2ccccc2)n1,6%,i,-0.1%,2.0,67,-4%,-2%,8%,1%,2%,
S=c1[nH]nc(Cc2ccccc2)n1-c1ccc(Cl)cc1,7%,i,-0.1%,-0.2,81,-3%,-8%,-8%,4%,-3%,
CC(=O)NC(=S)Nc1ccc(S(=O)(=O)N2CCOCC2)cc1,4%,i,0.2%,-0.8,86,2%,-1%,8%,-9%,13%,
O=C(c1ccco1)N1N=C(c2ccc3nccnc3c2)CC1c1ccccc1 (stereo not drawn),4%,i,-0.2%,0.1,36,-8%,0%,20%,37%,-3%,
CCCN1C2CCCC1CC(NC(=S)Nc1cccc(C)c1)C2 (stereo not drawn),0%,i,0.3%,-0.4,40,16%,-13%,3%,8%,0%,
CCSc1nnc(-c2ccc(S(=O)(=O)NCc3cccs3)cc2)o1,10%,i,-0.1%,1.2,75,1%,-3%,15%,-5%,-5%,
O=C(COC(=O)c1ccc(Cl)nc1)NNC(=O)c1ccc(Cl)cc1,5%,/,/,-0.6,69,/,-1%,10%,/,/,
Cc1ccc(OCC(=O)NC2CCS(=O)(=O)C2)cc1 (stereo not drawn),2%,i,-0.1%,0.2,69,0%,-1%,3%,0%,-10%,
Cc1c(NC(=O)c2ccc(F)c(S(=O)(=O)N3CCOCC3)c2)c(=O)n(-c2ccccc2)n1C,0%,i,0.0%,0.6,46,-15%,-1%,5%,-2%,-20%,
CC(=O)NCCc1nc2cc(NS(=O)(=O)c3ccc(Cl)cc3)ccc2n1C,16%,/,-0.1%,0.7,62,3%,-2%,1%,10%,5%,
O=C1CCC(C(=O)N2CCc3ccccc3C2)CN1CCCN1CCOCC1 (stereo not drawn),4%,/,-0.1%,-0.5,58,0%,-5%,9%,17%,-11%,
Oc1ccc(/C=C/c2ccc3cccc(O)c3n2)cc1Br,-4%,/,-0.1%,10,79,3%,-34%,27%,48%,-14%,
CCN(CC)CCN(C(=O)C1=COCCO1)c1nc2cc(C)cc(C)c2s1,7%,/,0.0%,0.1,49,16%,-4%,31%,-10%,5%,
COc1cc(CO)ccc1OCC(=O)Nc1cccc2ccccc12,-4%,/,0.0%,0.5,56,5%,-1%,8%,6%,-13%,
CCCC(=O)Nc1ccc2c(c1)nc(CN1CCCCC1)n2C,7%,i,-0.6%,0.7,82,-6%,3%,89%,-4%,15%,
COc1ccc(CSc2nc(C)cc(C)c2S(C)(=O)=O)cc1,12%,i,-0.3%,1.8,100,6%,6%,0%,-2%,3%,
CC1(C)CC(=O)C2=C(C1)N(c1ccc(F)cc1)C(=O)C2(NC(=O)c1ccccc1F)C(F)(F)F (stereo not drawn),3%,i,-0.3%,-1.5,95,0%,6%,23%,-4%,6%,
Cc1cc(OC(C)C(=O)NCc2ccccn2)c2c(C)c(Cc3ccccc3)c(=O)oc2c1 (stereo not drawn),12%,/,-0.1%,6.6,71,12%,-9%,13%,18%,5%,
O=C(NC(NC(=S)Nc1ccc(Cl)cc1)C(Cl)(Cl)Cl)c1ccco1 (stereo not drawn),-4%,i,0.4%,3.8,68,12%,-6%,16%,-1%,6%,
Cn1c(/C=N/O)nc2ccccc21,5%,i,-0.1%,0.6,55,-2%,1%,10%,16%,6%,
CCc1ccc(S(=O)(=O)Nc2cccc(-c3ccc4nncn4n3)c2)s1,-1%,/,1.9%,3.2,78,-9%,-2%,-2%,26%,1%,
CCOC(=O)C1=C(C)NC2=C(C(=O)CCC2)C1c1cccs1 (stereo not drawn),10%,i,0.1%,-0.8,40,4%,-7%,3%,14%,-6%,
COc1ccc(C(=O)NCCN2CCCC2)cc1[N+](=O)[O-],10%,/,0.2%,1.0,61,-1%,5%,5%,7%,5%,
CCc1ccc2[nH]cc(C(=O)OCCOC)c(=O)c2c1,6%,i,0.3%,-4.3,77,1%,-8%,4%,-7%,2%,
Cc1cc(C)c(CN2CCC(n3nccc3NC(=O)c3ccccc3Cl)CC2)cc1C,-1%,/,-0.1%,-0.2,75,8%,1%,20%,7%,9%,
N#CCCCn1c(-c2ccccc2)noc1=O,7%,i,-0.2%,0.8,58,1%,-1%,5%,0%,17%,
Cc1cc(C(=O)NC2CCCc3c2cnn3-c2ccc(C)c(C)c2)no1 (stereo not drawn),3%,/,-0.1%,3.1,45,13%,3%,2%,20%,3%,
Cc1ccc(C(=O)Nc2nc(C(C)(C)C)cs2)s1,10%,i,-0.1%,2.3,54,4%,-1%,8%,-4%,9%,
CC(C)(C)N(CC(=O)NC1CCCCC1)C(=O)CS(=O)CC(=O)Nc1ccc(F)cc1 (stereo not drawn),3%,/,-0.2%,1.7,44,-15%,-2%,6%,-1%,2%,
NC(Cc1ccccc1)C(O)(c1ccccc1)c1ccccc1 (stereo not drawn),5%,i,-0.1%,1.1,29,9%,-1%,/,-4%,-6%,
C/C(=C\C(=O)c1ccc(Br)cc1)NNC(=O)c1ccccc1,9%,/,/,3.7,46,/,-8%,12%,/,/,
